High-throughput results deposited in PubChem by Sanford-Burnham Center for Chemical Genomics.
mIAP act – increases mouse intestinal alkaline phosphatase activity. muIAP, CDP-Star luminescence, 30 min; stronger effect = higher value; 1 = vehicle-only enzyme signal, 0 = enzyme-free wells. activation factor at 10 µM. 0.24% of 330,000 active. AID 2805;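 active = activation factor of at least 2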; also: the source names both 10 and 20 µM as test concentration; values of inactives mirror those of a sister screen read the other way
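System: mouse IAP enzyme. Reagent: CDP-Star chemiluminescent phosphatase substrate. Benchmarks: DMSO wells, no-enzyme wells. Times: 30 min enzyme-substrate-compound incubation at room temperature. Detection: luminescence from enzymatic CDP-Star hydrolysis. Doses: test compounds delivered from DMSO solution.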
mIAP inh – blocks mouse intestinal alkaline phosphatase; purified mouse IAP, CDP-Star luminescence, 30 min; inhibition, % at 10 µM; 0.2% of 330,000 active; AID 2806;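 active = inhibition of at least 40% at 10 µM in the primary screen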;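 also: plate controls were DMSO with enzyme for no effect and no enzyme wells for full effect; values of inactives mirror those of a sister screen read the other way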
APOBEC3A inh – blocks human APOBEC3A ssDNA deamination. P31941. recombinant A3A, FAM/TAMRA ssDNA deamination fluorescence. inhibition, % at 20 µM. 0.41% of 330,000 active. AID 493011;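 active = at least 40% inhibition at 20 µM here, with at most 30% in a related deaminase screen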;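 also: plate controls were A3A with DMSO for no effect and wells lacking A3A enzyme for full effect; some results filed as inactive read as strong as hits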
Target sequence (P31941 whole entry, looked up): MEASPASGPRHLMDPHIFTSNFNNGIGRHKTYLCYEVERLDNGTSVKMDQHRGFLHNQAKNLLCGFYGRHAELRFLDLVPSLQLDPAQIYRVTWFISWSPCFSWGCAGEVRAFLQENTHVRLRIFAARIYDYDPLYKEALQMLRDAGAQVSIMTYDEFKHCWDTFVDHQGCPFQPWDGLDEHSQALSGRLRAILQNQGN
SENP1 FRET inh – SENP1 (human) catalytic domain inhibition; Q9P0U3; recombinant SENP1 catalytic domain, CyPet-SUMO1-YPet FRET cleavage; inhibition, % at 10 µM; 0.21% of 360,000 active; AID 624204;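 active = inhibition at least 30% at 10 µM, raw YFP signal under a set limit, fluorescence ratio 0.5 to 1.5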;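 also: 0% = enzyme with DMSO and 100% = no enzyme wells; some results filed as inactive read as strong as hits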
Target sequence (Q9P0U3 419-644 limits assumed): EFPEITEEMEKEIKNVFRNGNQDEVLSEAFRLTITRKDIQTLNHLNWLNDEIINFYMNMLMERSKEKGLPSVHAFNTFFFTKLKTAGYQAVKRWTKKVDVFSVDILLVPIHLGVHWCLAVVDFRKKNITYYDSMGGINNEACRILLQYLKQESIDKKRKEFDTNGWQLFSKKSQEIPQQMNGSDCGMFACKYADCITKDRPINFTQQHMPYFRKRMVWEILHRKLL
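Material – human SENP1 catalytic domain · Input – SENP1 enzyme, 20 pM final · Compound dosing – single concentration of 10 µM compound, 0.5% DMSO final · Timing – enzyme reaction for 50 min at room temperature, dark · Measured by – FRET fluorescence in CFP and YFP emission channels · Control set – no-enzyme wells low, DMSO-plus-enzyme wells high control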
A3G deaminase – APOBEC3G (human) deaminase inhibition | recombinant A3G, ssDNA deamination FAM/TAMRA fluorescence | 0.28% of 330,000 active | inhibition, % at 20 µM | AID 493012;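 active = inhibition of at least 40% at 20 µM, with no more than 30% in the related APOBEC3A deaminase screen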;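 also: plate controls were DMSO wells with A3G for no effect and wells lacking A3G enzyme for full effect; some compounds called inactive have numbers as strong as hits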
NALP3 yeast inh – blocks the NALP3 inflammasome reconstituted in yeast; Yeast reconstituted NLRP3/ASC/caspase-1, beta-gal luminescence, 24 h; inhibition, % at 10 µM; 0.39% of 330,000 active;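 active = inhibition of 50% or more; inactive = inhibition below 50%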;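 also: plate controls were induced DMSO wells for no effect and uninduced yeast grown without galactose for full effect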
hIAP act – human IAP activation. purified human IAP, CDP-Star luminescence, 30 min; stronger effect = higher value; 1 = vehicle-only enzyme, 0 = enzyme-free background. 0.16% of 330,000 active. P09923. activation factor at 10 µM;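 active = activation factor of the enzyme at least 2-fold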; also: the source names both 10 and 20 µM as test concentration; values of inactives mirror those of a sister screen read the other way
Target sequence (P09923 whole entry, looked up): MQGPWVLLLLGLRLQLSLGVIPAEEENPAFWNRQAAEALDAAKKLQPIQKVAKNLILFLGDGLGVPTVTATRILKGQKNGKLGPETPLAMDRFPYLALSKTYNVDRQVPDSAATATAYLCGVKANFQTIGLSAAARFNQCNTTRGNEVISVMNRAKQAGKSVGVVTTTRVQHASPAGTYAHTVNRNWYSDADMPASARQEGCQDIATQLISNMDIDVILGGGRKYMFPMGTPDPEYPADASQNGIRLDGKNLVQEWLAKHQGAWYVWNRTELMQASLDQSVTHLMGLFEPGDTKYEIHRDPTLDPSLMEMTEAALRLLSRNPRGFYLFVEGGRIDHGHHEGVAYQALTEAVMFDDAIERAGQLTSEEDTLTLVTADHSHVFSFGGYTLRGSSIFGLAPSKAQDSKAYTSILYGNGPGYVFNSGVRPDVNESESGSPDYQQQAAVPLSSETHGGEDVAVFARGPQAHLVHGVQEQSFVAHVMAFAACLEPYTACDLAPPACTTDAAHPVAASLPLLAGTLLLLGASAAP
beta cell repl – inducers of beta-cell replication in MIN6 cells | proliferation, % at 10 µM | 0.29% of 330,000 active | AID 2380 | MIN6 cells proliferation, ATPlite luminescence, 48 h; cells starved in 0.2% serum; 100% = growth in 10% serum;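 active = compounds whose signal lies at least 3.5 SD above the mean of all wells on their plate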;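 also: 0% = DMSO-treated cells in low-serum medium and 100% = 10% serum control; some compounds called inactive have numbers as strong as hits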
hIAP block – blocks human intestinal alkaline phosphatase | 0.12% of 330,000 active | AID 2544 | P09923 | purified IAP, CDP-Star luminescence, 30 min | inhibition, % at 10 µM;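 active = inhibition reaching a set limit with compound at 10 µM in the primary screen, cut at about 35% in these data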;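 also: plate controls were DMSO wells with enzyme for no effect and no-enzyme buffer wells for full effect; values of inactives mirror those of a sister screen read the other way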
* hit, by the source's call. Not all compounds are listed; count on the stated rates, not on these rows.

For Cc1ccccc1Nc1nnc(C)c(=O)n1N the results were mIAP act 0.99, mIAP inh 1, APOBEC3A inh -3, SENP1 FRET inh 2, A3G deaminase -3, NALP3 yeast inh 13, hIAP act 1, beta cell repl 1 and hIAP block -1.
Screening CCCCC[C@H](O)/C=C/[C@H]1[C@H](O)CC(=O)[C@@H]1CCCCCCC(=O)O returned mIAP act 1.1, mIAP inh -6, APOBEC3A inh 0, A3G deaminase -4, NALP3 yeast inh -27, hIAP act 1.1, beta cell repl -5 and hIAP block -11.
For Cc1ccc(S(=O)(=O)NCc2ccccc2)cc1C(=O)N(C)Cc1ccccc1F the results were mIAP act 1, mIAP inh -4, APOBEC3A inh 0, SENP1 FRET inh 0, A3G deaminase -6, NALP3 yeast inh 10, hIAP act 1.3, beta cell repl 1 and hIAP block -33.
Cc1cc(N2CCCC2=O)ccc1S(=O)(=O)N1CCOCC1 was read as mIAP act 0.92, mIAP inh 8, APOBEC3A inh -2, SENP1 FRET inh 3, A3G deaminase -4, NALP3 yeast inh 12, hIAP act 0.81, beta cell repl -2 and hIAP block 19.
CCOC(=O)N1CCN(CCC(=O)Nc2ccc(OC(F)(F)F)cc2)CC1 was read as mIAP act 0.96, mIAP inh 4, APOBEC3A inh -3, SENP1 FRET inh -3, A3G deaminase -2, NALP3 yeast inh 5, hIAP act 0.86, beta cell repl 0 and hIAP block 14.
`O=C(Cc1ncc(C(F)(F)F)cc1Cl)N1CCN(c2ccc(F)cc2)CC1` gave mIAP act 0.99, mIAP inh 0, APOBEC3A inh -2, SENP1 FRET inh 7, A3G deaminase -5, NALP3 yeast inh 9, hIAP act 0.96, beta cell repl 0 and hIAP block 4.
Screening CCc1nc2ccccc2c(C(=O)OCC(=O)Nc2cccc(S(=O)(=O)N3CCOCC3)c2)c1C returned mIAP act 1.1, mIAP inh -15, APOBEC3A inh 2, SENP1 FRET inh 1, A3G deaminase 0, NALP3 yeast inh 17, hIAP act 0.95, beta cell repl -5 and hIAP block 5.
Screening CC(=O)c1cc2c(cc1NC(=O)CSc1nnc(C)s1)OCO2 returned mIAP act 1, mIAP inh -5, APOBEC3A inh -5, SENP1 FRET inh 1, A3G deaminase -4, NALP3 yeast inh -2, hIAP act 1.2, beta cell repl -3 and hIAP block -16.
For Cc1ccc(S(=O)(=O)N(CC(=O)NCCSc2ccccn2)c2ccccc2F)cc1 the results were mIAP act 0.92, mIAP inh 8, APOBEC3A inh -3, SENP1 FRET inh 2, A3G deaminase -11, NALP3 yeast inh 1, hIAP act 1, beta cell repl 1 and hIAP block 0.
For Fc1ccc(-c2nc3nc4ccccc4nc3n2Cc2ccco2)cc1 the results were mIAP act 1, mIAP inh -4, APOBEC3A inh -15, SENP1 FRET inh -14, A3G deaminase 2, NALP3 yeast inh 3, hIAP act 0.91, beta cell repl 1 and hIAP block 9.
`CC1(C)CC(=O)C(N=Nc2cccnc2)=C(O)C1` gave mIAP act 0.95, mIAP inh 5, APOBEC3A inh -1, SENP1 FRET inh 3, A3G deaminase -3, NALP3 yeast inh -13, hIAP act 0.97, beta cell repl -1 and hIAP block 3.
Screening Cc1ccc(NC(=O)C(=O)c2cn(CC(=O)N3CCCCC3)c3ccccc23)cc1 returned mIAP act 0.92, mIAP inh 8, APOBEC3A inh -3, SENP1 FRET inh 0, A3G deaminase -2, NALP3 yeast inh 21, hIAP act 0.91, beta cell repl 0 and hIAP block 9.
Cc1ccc(S(=O)(=O)N2CCCCC2)cc1NC(=O)CNC(C)c1ccc(Cl)c(Cl)c1 (configuration not stated) was read as mIAP act 1.2, mIAP inh -17, APOBEC3A inh 1, SENP1 FRET inh 1, A3G deaminase 4, NALP3 yeast inh 18, hIAP act 1.1, beta cell repl -8 and hIAP block -13.
Cn1c(=O)cc(OCCCC(=O)N2CCCCC2)c2ccccc21 was read as mIAP act 1, mIAP inh -4, APOBEC3A inh 0, SENP1 FRET inh 2, A3G deaminase 0, NALP3 yeast inh -11, hIAP act 1.1, beta cell repl 0 and hIAP block -5.
`Cc1ccc(S(=O)(=O)N2CCOC2CNC(=O)C(=O)NCCN(C)C)cc1` (configuration not stated) gave mIAP act 1, mIAP inh -2, APOBEC3A inh -2, SENP1 FRET inh -1, A3G deaminase -2, NALP3 yeast inh 4, hIAP act 1.2, beta cell repl 2 and hIAP block -21.
For Cc1ccsc1/C=N/NC(=O)c1cccnc1 the results were mIAP act 1, mIAP inh -4, APOBEC3A inh 2, SENP1 FRET inh 8, A3G deaminase 0, NALP3 yeast inh 0, hIAP act 1.1, beta cell repl 0 and hIAP block -6.
For COc1ccc(OC)c(S(=O)(=O)N2CCCC(C(=O)N3CCCCCC3)C2)c1 (configuration not stated) the results were mIAP act 0.92, mIAP inh 8, APOBEC3A inh -2, SENP1 FRET inh -1, A3G deaminase -7, NALP3 yeast inh 16, hIAP act 1.1, beta cell repl 0 and hIAP block -7.
`CCOC(=O)C1=C(O)C(=O)N(c2ccc(S(N)(=O)=O)cc2)C1c1cccc([N+](=O)[O-])c1` (configuration not stated) gave mIAP act 1.1, mIAP inh -5, APOBEC3A inh -2, SENP1 FRET inh 2, A3G deaminase -3, NALP3 yeast inh 3, hIAP act 1.2, beta cell repl -3 and hIAP block -24.
Screening O=C(Cc1ccc(Cl)cc1)Nc1ccccc1CO returned mIAP act 0.94, mIAP inh 6, APOBEC3A inh 0, SENP1 FRET inh 1, A3G deaminase -5, NALP3 yeast inh 12, hIAP act 0.98, beta cell repl 1 and hIAP block 2.
`O=C(O)CP(=O)(O)O` gave mIAP act 1.1, mIAP inh -10, APOBEC3A inh -4, SENP1 FRET inh 2, A3G deaminase -4, NALP3 yeast inh 14, hIAP act 0.98, beta cell repl 0 and hIAP block 2.
Screening Cc1cccc(NC(=O)CCC(=O)Nc2nnc(C3CCCCC3)s2)c1 returned mIAP act 1, mIAP inh -1, APOBEC3A inh -3, SENP1 FRET inh 1, A3G deaminase -5, NALP3 yeast inh -10, hIAP act 1, beta cell repl 1 and hIAP block 0.
For CCCSc1nc2cc(S(=O)(=O)N3CCOCC3)ccc2n1CC the results were mIAP act 0.94, mIAP inh 6, APOBEC3A inh -4, SENP1 FRET inh 2, A3G deaminase -8, NALP3 yeast inh 8, hIAP act 1.2, beta cell repl 0 and hIAP block -18.
For COc1ccc(CNC(=O)CN2CCC(NC(=O)c3ccc(OC)cc3)CC2)cc1 the results were mIAP act 0.97, mIAP inh 3, APOBEC3A inh -1, SENP1 FRET inh -1, A3G deaminase -4, NALP3 yeast inh -5, hIAP act 1.1, beta cell repl -3 and hIAP block -7.
Screening CCOC(=O)c1ccc(N2Cc3ccccc3C2)cc1O returned mIAP act 0.92, mIAP inh 8, APOBEC3A inh 4, SENP1 FRET inh -4, A3G deaminase 6, NALP3 yeast inh 32, hIAP act 1, beta cell repl -1 and hIAP block -2.
`O=C(CN1CCC(n2nnc3cc(F)ccc32)CC1)NCCc1ccccc1` gave mIAP act 1.1, mIAP inh -6, APOBEC3A inh 0, SENP1 FRET inh 0, A3G deaminase -2, NALP3 yeast inh 6, hIAP act 0.95, beta cell repl -1 and hIAP block 5.
`CC(C#N)N1CCN(S(=O)(=O)c2ccc3c(c2)CCC3)CC1` (configuration not stated) gave mIAP act 1.1, mIAP inh -7, APOBEC3A inh 3, SENP1 FRET inh -1, A3G deaminase -5, NALP3 yeast inh 9, hIAP act 1.1, beta cell repl 0 and hIAP block -8.
Screening O=C(CCCn1c(=S)[nH]c2ccccc2c1=O)N1CCCCC1 returned mIAP act 1, mIAP inh -1, APOBEC3A inh -5, SENP1 FRET inh 3, A3G deaminase -8, NALP3 yeast inh -1, hIAP act 0.79, beta cell repl 4 and hIAP block 21.
Screening O=C(CSc1nc(O)cc(=O)[nH]1)N1c2ccccc2Sc2ccccc21 returned mIAP act 1, mIAP inh -3, APOBEC3A inh 2, SENP1 FRET inh -5, A3G deaminase 0, NALP3 yeast inh 4, hIAP act 0.89, beta cell repl -2 and hIAP block 11.
`CCOC(=O)C(C)Sc1ncnc2c1nnn2-c1ccc(F)cc1` (configuration not stated) gave mIAP act 0.9, mIAP inh 10, APOBEC3A inh -2, SENP1 FRET inh -1, A3G deaminase -4, NALP3 yeast inh 18, hIAP act 0.75, beta cell repl -2 and hIAP block 25.
O=C(NC1CCC1)C1CCC(=O)N(Cc2ccccc2F)C1 (configuration not stated) was read as mIAP act 0.98, mIAP inh 2, APOBEC3A inh -1, SENP1 FRET inh 0, A3G deaminase 1, NALP3 yeast inh 26, hIAP act 1, beta cell repl -3 and hIAP block -4.
For Cc1cc(C(=O)COC(=O)Cn2cnc3c2c(=O)n(C)c(=O)n3C)c(C)n1C the results were mIAP act 0.96, mIAP inh 4, APOBEC3A inh 0, SENP1 FRET inh 1, A3G deaminase -6, NALP3 yeast inh -4, hIAP act 1.2, beta cell repl 3 and hIAP block -17.
O=c1[nH]nc(SCc2ccccc2Cl)n1-c1ccc2c(c1)OCCO2 was read as mIAP act 0.96, mIAP inh 4, APOBEC3A inh -4, SENP1 FRET inh 2, A3G deaminase -8, NALP3 yeast inh 12, hIAP act 0.91, beta cell repl -1 and hIAP block 9.
CC(=O)Nc1ccc2sccc2c1 was read as mIAP act 1.1, mIAP inh -6, APOBEC3A inh 4, SENP1 FRET inh -3, A3G deaminase 1, NALP3 yeast inh 4, hIAP act 1, beta cell repl -3 and hIAP block 0.
`S=C(NCCc1ccccc1)N1CCN(Cc2ccccc2)CC1` gave mIAP act 0.97, mIAP inh 3, APOBEC3A inh -1, SENP1 FRET inh 0, A3G deaminase -3, NALP3 yeast inh 7, hIAP act 1, beta cell repl -3 and hIAP block -2.
COC(=O)c1c(N2C(=O)[C@H]3[C@@H](C2=O)[C@]2(C(=O)Nc4c(C)cccc42)N2CCC[C@@H]32)sc(C)c1C was read as mIAP act 0.89, mIAP inh 11, APOBEC3A inh 4, SENP1 FRET inh 19, A3G deaminase -2, NALP3 yeast inh 11, hIAP act 1, beta cell repl -2 and hIAP block -1.
CCC(Sc1nnnn1-c1ccccc1)C(=O)Nc1nc2ccccc2s1 (configuration not stated) was read as mIAP act 1, mIAP inh -2, APOBEC3A inh 1, SENP1 FRET inh 1, A3G deaminase 2, NALP3 yeast inh -20, hIAP act 0.96, beta cell repl -2 and hIAP block 4.
Screening Cc1ccc(S(=O)(=O)c2nc(S(=O)(=O)c3ccccc3)sc2N2CCN(CCO)CC2)cc1 returned mIAP act 0.88, mIAP inh 12, APOBEC3A inh -4, SENP1 FRET inh -1, A3G deaminase -4, NALP3 yeast inh 5, hIAP act 0.94, beta cell repl 0 and hIAP block 6.
`CC1CCc2[nH]c3ccc(C(=O)Nc4ccc(C(=O)N(C)C)cc4)cc3c2C1` (configuration not stated) gave mIAP act 1.1, mIAP inh -9, APOBEC3A inh -2, SENP1 FRET inh -75, A3G deaminase -3, NALP3 yeast inh -1, hIAP act 1, beta cell repl -1 and hIAP block 0.
